Source: PubChem
Shiga toxin inh = A qHTS for Small Molecule Inhibitors of Shiga Toxin; Vero cells, Shiga toxin protein synthesis inhibition reporter; inhibition, % at 38.7 µM; 9.2% of 290,000 active; in the data active = inhibition mostly above about 28%, no sharp cut-off; inactive = mostly below about 43%; note: 0% is about no effect
Pf growth 96h = Primary qHTS for delayed death inhibitors of the malarial parasite plastid, 96 hour incubation; Potency, µM (titrated, usually from 28.7 µM), for the others: at the highest dose activity change, negative = inhibition, actives largely listed as inhibitors; P. falciparum luciferase reporter growth, 96 h; AID 504834, 2011; 6.9% of 320,000 active; note: potency is the fitted concentration of half-maximal effect; % is set by controls: 0 for no effect and ±100 for the full control effect
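Infected RBCs, 2% Hct / 0.05% parasitemia final; luciferase-reporter P. falciparum; cpd 96 h, 37 C, 5% CO2; luciferase detection reagent; luminescence.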
Pf growth 48h = Primary qHTS for delayed death inhibitors of the malarial parasite plastid, 48 hour incubation; P. falciparum luciferase growth in erythrocytes, 48 h; Potency, µM (top dose mostly 28.7 µM), without a hit: at the highest dose activity change, negative = inhibition, usual class: inhibitors; 5.9% of 310,000 active; note: potency is the fitted concentration of half-maximal effect; % is set by controls: 0 for no effect and ±100 for the full control effect
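Parasite viability was followed by luminescence of a genomically integrated firefly luciferase. Cultures held 0.1% parasitemia at 2% hematocrit (final), incubated under 5% CO2 at 37 C.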
Sm TGR inh = qHTS Assay for the Inhibitors of Schistosoma Mansoni Peroxiredoxins; Schistosoma mansoni thioredoxin glutathione reductase (TGR), Q962Y6; purified TGR, DTNB reduction, TNB absorbance 405 nm; Potency, µM (doses to about 114 µM), for inactives: at the top dose activity change, negative = inhibition, usual class: inhibitors; 3% of 360,000 active; note: potency is the fitted concentration of half-maximal effect; % is set by controls: 0 for no effect and ±100 for the full control effect; nearly all actives have a fitted effect of over 60% in size
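Kinetic colorimetric format: TGR-catalysed, NADPH-driven DTNB reduction monitored via TNB absorbance. Enzyme dispensed at 20 nM; compound exposure 15 min at room temperature before reaction start.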
Giardia FBPA inh = qHTS Assay for Inhibitors of Fructose-1,6-bisphosphate Aldolase from Giardia Lamblia; A8B2U2; AID 2451, 2010; Potency, µM (titrated, usually from 59.6 µM), for the others: at the top dose activity, negative = inhibition, hits mostly inhibitors; 0.71% of 290,000 active; purified Giardia FBPA; note: potency is the fitted concentration of half-maximal effect; % is set by controls: 0 for no effect and ±100 for the full control effect; nearly all actives have a fitted effect of over 55% in size
Target sequence (A8B2U2 whole entry, looked up): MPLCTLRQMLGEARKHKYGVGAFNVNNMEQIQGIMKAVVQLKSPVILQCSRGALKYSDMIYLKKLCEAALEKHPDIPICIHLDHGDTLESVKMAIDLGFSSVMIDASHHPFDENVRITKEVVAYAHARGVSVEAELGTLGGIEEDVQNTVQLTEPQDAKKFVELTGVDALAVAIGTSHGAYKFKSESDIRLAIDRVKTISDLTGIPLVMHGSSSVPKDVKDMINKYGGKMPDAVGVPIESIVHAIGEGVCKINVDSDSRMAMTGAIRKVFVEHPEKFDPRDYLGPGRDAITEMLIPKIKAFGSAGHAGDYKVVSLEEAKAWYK
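40 nM FBPA preincubated 10 min at RT with compound (up to 57.5 uM final), then substrate plus GAPDH/TPI/NAD/arsenate coupling and diaphorase/resazurin added. Fluorescence read after 20 min at RT, 525/598 nm.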
Cycloheximide cs = Cycloheximide Counterscreen for Small Molecule Inhibitors of Shiga Toxin | cell reporter, cycloheximide protein synthesis inhibition counterscreen | max response, % | 12% of 300,000 active | AID 2314, 2010; in the data active = max response mostly above about 13%, no sharp cut-off; inactive = mostly below about 14%; note: read at 38.3 µM for the half of the compounds with a filed dose; 0% is about no effect
* marks the source's active call; other numbers are inactive results; ? = inconclusive; . = no result given; [ ] = remark or other dose. Unless noted, calls come from the whole dose curve; as a rule, active = well fitted curve in the direction sought with a large enough effect; inconclusive = small, poorly fitted or top-dose-only effect, or another doubt; inactive = no such curve, though single readings can be large; an effect the other way counts as inactive or inconclusive.

[1] O=C(Nc1cccc(S(=O)(=O)N2CCCCC2)c1)c1ccccc1NS(=O)(=O)c1ccc(F)cc1
[2] CC(C)c1nnc(NC(=O)c2cc3cc(Br)ccc3oc2=O)s1
[3] COC(=O)c1ccc(NC(=O)CSc2nc(C)cc(=O)[nH]2)cc1
[4] COc1cccc(OC)c1NC(=O)C1CCCN1C(=O)Nc1cccc(Cl)c1 (stereo not drawn)
[5] Cc1ccc(S(=O)(=O)Nc2cccc(-n3cnnn3)c2)cc1C(=O)O
[6] CC1CCN(C(=O)C2CCC(=O)N(Cc3ccc(Cl)cc3)C2)CC1 (stereo not drawn)
[7] CS(=O)(=O)c1ccc2nc(NC(=O)c3ccc(S(=O)(=O)NCC4CCCO4)cc3)sc2c1 (stereo not drawn)
[8] N#CCC(CNc1ncc(C(F)(F)F)cc1Cl)OC(=O)c1cccc(C(F)(F)F)c1 (stereo not drawn)
screen / no.	1	2	3	4	5	6	7	8
Shiga toxin inh	24	13	-10	13	-8	-4	-3	18
Pf growth 96h	8.3µM*	2%	-14%	-14%	26%	-21%	-6%	5.9µM*
Pf growth 48h	12µM*	-8%	.	15%	28%	-6%	?	?
Sm TGR inh	-1%	7%	5%	0%	-19%	-4%	0%	8%
Giardia FBPA inh	18%	3%	1%	3%	.	.	13%	-4%
Cycloheximide cs	0	1	-6	1	-2	-3	9	3

[9] CNCC(=O)Nc1ccc(OC(F)(F)F)cc1
[10] Cc1nn(CC(=O)N2CCC(C(N)=O)CC2)c(=O)c2nn(-c3ccccc3)c(C)c12
[11] CCS(=O)(=O)Nc1cccc(C2=NN(S(=O)(=O)c3ccc(C)cc3)C(c3cccs3)C2)c1 (stereo not drawn)
[12] COc1ccc(C)cc1NC(=O)C(NC(=O)c1cc(OC)c(OC)c(OC)c1)C(C)C (stereo not drawn)
[13] Cc1csc(=O)n1CCC(=O)OCC(=O)Nc1ncc(Cl)cc1Cl
[14] C=C(C)[C@H]1CC=C(C)/C(=N/NC(=O)CNc2ccccc2OC)C1
[15] COc1ccc(-n2cc(CNCCc3cscn3)c(-c3ccccc3Cl)n2)cc1
[16] O=C(/C=C/Nc1ccc(Nc2ccccc2)cc1)c1cccs1
screen / no.	9	10	11	12	13	14	15	16
Shiga toxin inh	-7	9	6	-5	.	25	12	103*
Pf growth 96h	15%	-10%	0%	13µM*	15%	40%[activator]	?	-20%
Pf growth 48h	-4%	22%	?	-35%	5%	41%[activator]	?	237%[activator]
Sm TGR inh	3%	-6%	-10%	8%	-29%	-1%	-18%	?
Giardia FBPA inh	3%	-5%	-1%	-3%	.	0%	5%	-13%
Cycloheximide cs	5	-6	-1	-2	.	-1	-3	63*

[17] COc1ccc(OCCC(=O)NC2=NCCS2)cc1
[18] O=C(COc1ccc(Br)cc1CO)Nc1ccc(S(=O)(=O)N2CCCC2)cc1
[19] Cc1ccc(S(=O)(=O)N2CCSC2C(=O)O)cc1 (stereo not drawn)
[20] COc1cc(NC(=S)NC(=O)c2cc(C)cc(C)c2)ccc1NC(=O)c1cccs1
[21] Cc1cccc(Nc2nnc(SCC(=O)N(C)C3CCS(=O)(=O)C3)s2)c1C (stereo not drawn)
[22] COC(=O)c1sc(NC(=O)COc2cccc3ccccc23)nc1C
[23] Cc1ccc(S(=O)(=O)C2(C(=O)N3CCN(C4CCCCC4)CC3)CC2)cc1
[24] NS(=O)(=O)c1cccc(NC(=O)c2cccc(Oc3ccccc3)c2)c1
screen / no.	17	18	19	20	21	22	23	24
Shiga toxin inh	62	.	2	3	-1	-15	18	2
Pf growth 96h	8%	?	-1%	2.9µM*	2.9µM*	-21%	120%[activator]	?
Pf growth 48h	50%[activator]	9.3µM*	-6%	?	?	20%	-4%	2%
Sm TGR inh	2%	-7%	1%	-16%	4%	-16%	-22%	1%
Giardia FBPA inh	2%	.	5%	-2%	1%	6%	3%	-2%
Cycloheximide cs	27*	.	-4	7	-2	-2	0	-2

3 entries out of the list, arranged by number of heavy atoms, rising.
[22] COC(=O)c1sc(NC(=O)COc2cccc3ccccc23)nc1C
[23] Cc1ccc(S(=O)(=O)C2(C(=O)N3CCN(C4CCCCC4)CC3)CC2)cc1
[20] COc1cc(NC(=S)NC(=O)c2cc(C)cc(C)c2)ccc1NC(=O)c1cccs1
screen / no.	22	23	20
Shiga toxin inh	-15	18	3
Pf growth 96h	-21%	120%[activator]	2.9µM*
Pf growth 48h	20%	-4%	?
Sm TGR inh	-16%	-22%	-16%
Giardia FBPA inh	6%	3%	-2%
Cycloheximide cs	-2	0	7

Additional entries:
[25] O=C(CCc1ccc(O)c(O)c1)NNC(=S)Nc1ccc(Br)cc1Cl
[26] COc1ccc(C(=O)OCC(=O)Nc2cc(S(=O)(=O)N3CCOCC3)ccc2N2CCCC2)cc1
[27] COc1ccc(OC)c(C(O)c2nc3ccccc3n2C(C)C)c1 (stereo not drawn)
[28] FC(F)(F)c1ccc(N2CCOCC2)c(Nc2nc3ccccc3n3cnnc23)c1
[29] O=C(O)c1ccc(CNC(=O)c2ccc(C(F)(F)F)cc2)cc1
[30] Cc1noc(C)c1C(c1ccccc1)S(=O)(=O)c1ccccc1 (stereo not drawn)
[31] CCOc1ccc(C(=O)c2cnc3ccccc3c2N2CCN(CC)CC2)cc1
[32] COc1ccc(C(C)NC(=S)NCc2ccc(F)cc2)cc1 (stereo not drawn)
screen / no.	25	26	27	28	29	30	31	32
Shiga toxin inh	-13	-20	-7	-20	-11	2	-4	4
Pf growth 96h	9%	-23%	.	-17%	-4%	-6%	-3%	-31%
Pf growth 48h	6%	-12%	-12%	?	15%	10%	?	?
Sm TGR inh	-26%	-1%	-18%	6%	0%	-8%	2%	5%
Giardia FBPA inh	-5%	0%	5%	-4%	-1%	2%	-7%	11%
Cycloheximide cs	-2	-3	-5	-1	-11	-4	-1	-3

[33] COc1cccc(-c2ccc3nnc(SCC(=O)N4CCCC4)n3n2)c1
[34] Cc1ccc(C(=O)NCc2ccc3c(c2)OCO3)cc1Cl
[35] O=C(c1cnn(-c2ccccc2)c1)c1ccccc1O
[36] O=C(O)CCSc1nnc(-c2cccnc2)n1-c1ccccc1
[37] CN(C(=O)COC(=O)c1cc2c(s1)CCCCC2)c1ccccc1
[38] O=C(Nc1ccc(N2C(=O)C3C4C=CC(C4)C3C2=O)cc1)Nc1nnc(C(F)(F)F)s1 (stereo not drawn)
[39] COc1ccc(/C=N/Nc2nc3ccccc3o2)cc1O
[40] CN(C)S(=O)(=O)c1cccc(CSc2cccc[n+]2[O-])c1
screen / no.	33	34	35	36	37	38	39	40
Shiga toxin inh	.	40	75*	-24	.	-7	76	12
Pf growth 96h	?	?	468%[activator]	60%[activator]	1%	58%[activator]	276%[activator]	-8%[5.75 µM]
Pf growth 48h	-6%	15%	366%[activator]	.	-13%	.	.	12%
Sm TGR inh	-4%	0%	4%	-3%	0%	14%	-8%	-23%
Giardia FBPA inh	.	10%	0%	2%	.	7%	-10%	8%
Cycloheximide cs	.	18*	70*	-1	.	-7	36*	-2

[41] Cc1ccc(S(=O)(=O)N2CCN(CC(=O)N/N=C/c3ccc(Br)s3)CC2)cc1
[42] COCCCN1C(=O)c2ccccc2C1C(=O)NC1CCCCCC1 (stereo not drawn)
[43] NC(=S)Cc1nc2n(n1)Cc1ccccc1-2
[44] CCOC(=O)c1sc2ncnc(NCc3ccco3)c2c1C
[45] COC(=O)CSc1nc2cc3c(cc2cc1C#N)OCO3
[46] COc1ccc(CCN(C)C(=O)CN2C(=O)NC3(CCCc4ccccc43)C2=O)cc1OC (stereo not drawn)
[47] CCS(=O)(=O)N1CCN(c2ccc([N+](=O)[O-])c(NCc3ccccc3)c2)CC1
[48] Cc1oc2ccc(OC(=O)COc3c(F)c(F)c(F)c(F)c3F)cc2c1C(=O)OC(C)C
screen / no.	41	42	43	44	45	46	47	48
Shiga toxin inh	-5	15	-9	-2	90*	.	-15	-12
Pf growth 96h	?	.	-12%	13%	.	?	?	1%
Pf growth 48h	-3%	40%[activator]	.	.	445%[activator]	-26%	?	22%
Sm TGR inh	-2%	2%	2%	-31%	0%	-3%	1%	3%
Giardia FBPA inh	2%	7%	?	4%	2%	.	.	-1%
Cycloheximide cs	-1	-3	-2	4	38*	.	1	-3

Retrieved by compound from the entries so far, 7 records:
[48] Cc1oc2ccc(OC(=O)COc3c(F)c(F)c(F)c(F)c3F)cc2c1C(=O)OC(C)C
[42] COCCCN1C(=O)c2ccccc2C1C(=O)NC1CCCCCC1 (stereo not drawn)
[41] Cc1ccc(S(=O)(=O)N2CCN(CC(=O)N/N=C/c3ccc(Br)s3)CC2)cc1
[44] CCOC(=O)c1sc2ncnc(NCc3ccco3)c2c1C
[43] NC(=S)Cc1nc2n(n1)Cc1ccccc1-2
[45] COC(=O)CSc1nc2cc3c(cc2cc1C#N)OCO3
[46] COc1ccc(CCN(C)C(=O)CN2C(=O)NC3(CCCc4ccccc43)C2=O)cc1OC (stereo not drawn)
screen / no.	48	42	41	44	43	45	46
Shiga toxin inh	-12	15	-5	-2	-9	90*	.
Pf growth 96h	1%	.	?	13%	-12%	.	?
Pf growth 48h	22%	40%[activator]	-3%	.	.	445%[activator]	-26%
Sm TGR inh	3%	2%	-2%	-31%	2%	0%	-3%
Giardia FBPA inh	-1%	7%	2%	4%	?	2%	.
Cycloheximide cs	-3	-3	-1	4	-2	38*	.

New compounds follow:
[49] COc1ccc(CNC(=O)Cc2c[nH]c3ccccc23)cc1OC
[50] Cc1c(Cc2ccccc2)sc(N)c1C(N)=O
[51] CCOCC(=O)Nc1cc(Cl)c(OC)cc1OC
[52] COc1ccc(N2CCN(C(=O)COC(=O)c3ccc(C)o3)CC2)cc1
[53] Cc1cc(C(=O)Nc2nnc(C3CC3)s2)c(C)s1
[54] CCOC(=O)C1=C(CC)Nc2ccccc2N=C1NC(=O)c1ccc(S(=O)(=O)N(C)C)cc1
[55] CCN(CCN(C)C)C(=O)Cn1ncc2c1-c1cc(C)ccc1OC2
[56] NS(=O)(=O)c1ccc(-c2c(-c3ccccc3)sc3ccccc23)cc1
screen / no.	49	50	51	52	53	54	55	56
Shiga toxin inh	-3	-7	-3	.	.	-13	10	.
Pf growth 96h	30%[activator]	18%	46%[activator]	?	249%[activator]	.	-29%	-3%
Pf growth 48h	17%	?	12%	?	234%[activator]	?	.	-13%
Sm TGR inh	-24%	-10%	0%	0%	-13%	-12%	4%	0%
Giardia FBPA inh	1%	-16%	0%	.	.	-6%	-2%	.
Cycloheximide cs	-2	1	0	.	.	7	-4	.

[57] Clc1ccc(/C=N/c2c(-c3ccco3)nc3ccccn23)cc1
[58] COc1ccc(NC(=O)CN(C)C(=O)c2ccc(N3CCOCC3)c([N+](=O)[O-])c2)cc1
[59] Cc1ccc(Nc2ccc(S(=O)(=O)N3CCOCC3)cc2[N+](=O)[O-])c(C)c1
[60] N#Cc1ccccc1/C=N/Nc1nc(-c2ccccc2)c2cc(Cl)ccc2n1
[61] CCOC(=O)c1ccc(NC(=S)NCCCN2CCOCC2)cc1
[62] COc1ccc(NC(=O)CN(C)C(=O)CN2C(=O)C3CCCCC3C2=O)cc1 (stereo not drawn)
screen / no.	57	58	59	60	61	62
Shiga toxin inh	-6	.	-3	-12	33	.
Pf growth 96h	?	53%[activator]	-99%	49%[activator]	0%	20%
Pf growth 48h	.	-5%	?	13%	?	21%
Sm TGR inh	?	-5%	-4%	3%	?	-1%
Giardia FBPA inh	?	.	5%	0%	6%	.
Cycloheximide cs	-3	.	-2	-3	2	.
